Screens deposited in PubChem by several laboratories.
CRFBP-R2 agonist: CRF-BP/CRF-R2 complex agonism; HEK293 CRF-R2/CRF-BP, calcium dye fluorescence (FLIPR); percent of saturating CRF peptide response; activation, % at 13.2 µM; actives 0.46% (n = 350,000);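 active = activation of at least 50%, plus an integration ratio under a set limit after plate pattern correction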;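 also: plate controls were neutral control wells without compound for no effect and CRF at EC100 for full effect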
CHRM4 antagonist: CHRM4 antagonism in calcium assay | inhibition, % at 3 µM | AID 624125 | P08173 | CHO-hM4 cells, ACh EC80, Fluo-8 calcium fluorescence | actives 0.73% (n = 360,000);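 active = inhibition above its plate's cutoff, the mean inhibition of sample wells plus 3 SD, cut at about 27% in these data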;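 also: 0% = acetylcholine EC80 with DMSO and 100% = DMSO without agonist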
Target sequence (P08173 whole entry, looked up): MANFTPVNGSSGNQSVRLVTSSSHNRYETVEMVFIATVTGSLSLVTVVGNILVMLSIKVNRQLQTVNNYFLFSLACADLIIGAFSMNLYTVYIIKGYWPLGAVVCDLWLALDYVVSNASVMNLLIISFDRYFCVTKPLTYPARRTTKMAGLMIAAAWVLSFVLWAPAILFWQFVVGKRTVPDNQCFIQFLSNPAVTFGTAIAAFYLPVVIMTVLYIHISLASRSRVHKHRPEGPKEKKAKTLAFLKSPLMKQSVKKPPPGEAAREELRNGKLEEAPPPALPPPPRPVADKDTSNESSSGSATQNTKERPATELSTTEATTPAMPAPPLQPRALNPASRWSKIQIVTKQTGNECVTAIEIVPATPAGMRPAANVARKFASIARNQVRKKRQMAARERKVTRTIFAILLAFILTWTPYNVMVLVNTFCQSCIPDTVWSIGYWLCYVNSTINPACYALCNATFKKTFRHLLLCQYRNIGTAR
M4 PAM: positive allosteric modulators of human muscarinic M4 receptor | actives 0.4% (n = 360,000) | AID 624126 | activation, % at 3 µM | CHO-K1 hM4/Gqi5, Fluo-8 calcium fluorescence, ACh EC20; 0% = ACh EC20, 100% = maximal ACh;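 active = activation above its plate's cutoff, the mean activation of sample wells plus 3 SD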; also: some results filed as inactive read as strong as hits
CHRM5 agonist: agonists of human muscarinic M5 receptor (CHRM5). P08912. CHO-K1 hM5 cells, Fluo-8 calcium fluorescence; 0% DMSO wells, 100% maximal acetylcholine response. activation, % at 3 µM. actives 0.19% (n = 360,000). AID 624037;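 active = activation above the run's mean over test compounds plus 3 SD, cut at about 23% in these data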;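 also: signal is peak over basal fluorescence ratio across the kinetic read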
Target sequence (P08912 whole entry, looked up): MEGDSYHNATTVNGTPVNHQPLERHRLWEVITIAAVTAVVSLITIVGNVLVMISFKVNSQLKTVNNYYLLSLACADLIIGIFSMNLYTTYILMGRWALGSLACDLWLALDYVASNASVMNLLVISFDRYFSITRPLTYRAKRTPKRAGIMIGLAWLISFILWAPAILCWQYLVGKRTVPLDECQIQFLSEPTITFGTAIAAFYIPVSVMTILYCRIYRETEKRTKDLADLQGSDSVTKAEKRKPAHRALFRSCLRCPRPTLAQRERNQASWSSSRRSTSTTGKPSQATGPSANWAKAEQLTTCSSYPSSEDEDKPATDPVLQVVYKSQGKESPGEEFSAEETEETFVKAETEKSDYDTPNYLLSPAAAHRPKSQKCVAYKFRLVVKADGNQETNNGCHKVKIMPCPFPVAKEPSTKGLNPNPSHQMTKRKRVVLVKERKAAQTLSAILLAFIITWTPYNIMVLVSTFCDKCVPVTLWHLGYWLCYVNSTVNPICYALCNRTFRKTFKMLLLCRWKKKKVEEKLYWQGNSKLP
CHRM4 agonist: CHRM4 agonism in calcium assay. P08173. actives 0.14% (n = 360,000). activation, % at 3 µM. CHO-K1 hM4/Gqi5, Fluo-8 calcium fluorescence; vehicle 0%, full acetylcholine response 100%;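 active = activation above the run mean over all test wells plus 3 SD, cut at about 32% in these data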;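 also: peak over basal fluorescence ratio per well then scaled between controls; 0% = DMSO wells and 100% = acetylcholine at EC100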
CRFBP-R2 block: antagonists of CRF-binding protein/CRF-R2 receptor complex | inhibition, % at 11.8 µM | actives 0.59% (n = 350,000) | HEK293 CRF-R2/CRF-BP, CRF-induced calcium fluorescence;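 active = inhibition of the ligand-induced calcium signal above about 50% at the single tested concentration, limit read from the data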
M5 antag: CHRM5 antagonism in calcium assay. CHO-hM5 cells, Fluo-8 calcium fluorescence, ACh EC80. actives 0.59% (n = 360,000). inhibition, % at 3 µM. P08912. AID 624040;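 active = inhibition above a per-plate cutoff, the mean of that plate's test compounds plus 3 SD, cut at about 27% in these data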;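 also: 0% = acetylcholine EC80 with DMSO and 100% = DMSO without agonist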
IDE cell inh: cellular human IDE inhibition; actives 0.41% (n = 320,000); inhibition, % at 5.59 µM; HEK cells, FAbetaB cleavage, fluorescence polarization; AID 434962; P14735;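 active = percent inhibition above the average of all tested compounds plus 3 SD, set per screening campaign, cut at about 16% in these data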;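 also: IDE supplied by intact live HEK cells; FP after avidin binding of uncleaved biotin substrate so inhibition keeps polarization high; 0% = DMSO wells and 100% = 60 µM reference IDE inhibitor Ii1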
M5 PAM: potentiates acetylcholine response at human M5 receptor; activation, % at 3 µM; AID 624038; actives 0.3% (n = 360,000); CHO-K1 hM5, Fluo-8 calcium, ACh EC20 PAM; 0% = ACh EC20, 100% = ACh EC100; P08912;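 active = activation above the run cutoff, the mean activation of all test compounds plus 3 SD, cut at about 18% in these data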
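System – CHO-K1 hM5 cells · Compound – 3 µM, single dose · Incubation – compound preincubation 140 s before EC20 acetylcholine addition · Technique – Fluo-8 calcium fluorescence · Measure – Max/basal fluorescence ratio as % of EC20–EC100 ACh window · Benchmarks – low control EC20 acetylcholine (0%), high control EC100 acetylcholine (100%) · Replication – singlicate, one well per test compound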
Starred values were filed as active, the others as inactive.

How did COc1cccc(OC)c1C(=O)Nn1c(C2CCC2)nc2ccccc2c1=O do in these assays?
CRFBP-R2 agonist: 0.0; CHRM4 antagonist: -9.8; M4 PAM: -6.9; CHRM5 agonist: 4.5; CHRM4 agonist: 11.8; CRFBP-R2 block: 1.6; M5 antag: 7.7; IDE cell inh: 0.2; M5 PAM: -8.9

What do the screens show for `Cc1ccc2nc(SCC(=O)c3ccc(Cl)s3)[nH]c2c1`?
CRFBP-R2 agonist: 0.0; CHRM4 antagonist: 1.4; M4 PAM: 3.5; CHRM5 agonist: -3.6; CHRM4 agonist: 3.5; CRFBP-R2 block: -31.5; M5 antag: 0.3; IDE cell inh: 1.8; M5 PAM: 2.6

Results for COc1ccc(NC(=O)NC2CCCc3ccccc32)cc1 (stereo unspecified) ?
CRFBP-R2 agonist: 1.2; CHRM4 antagonist: -3.4; M4 PAM: -2.3; CHRM5 agonist: -5.4; CHRM4 agonist: 4.0; CRFBP-R2 block: 20.0; M5 antag: 7.4; M5 PAM: -3.4

What do the screens show for `Cc1ccc(-c2ccnc3cc(C)nn23)cc1`?
CRFBP-R2 agonist: -1.7; CHRM4 antagonist: 9.5; M4 PAM: -0.1; CHRM5 agonist: -5.3; CHRM4 agonist: -0.5; CRFBP-R2 block: -1.8; M5 antag: 11.9; IDE cell inh: -4.4; M5 PAM: -0.5

Results for CC(C)(CO)NCC(O)COc1ccc2c(c1)CCC2 (stereo unspecified) ?
CRFBP-R2 agonist: -0.1; CHRM4 antagonist: 2.9; M4 PAM: 1.7; CHRM5 agonist: -1.8; CHRM4 agonist: 1.2; CRFBP-R2 block: -32.3; M5 antag: 1.6; IDE cell inh: -5.3; M5 PAM: 4.6

Results for COCc1cc(C)nc(OCC(=O)N/N=C/c2ccc(OC)c(OC)c2)c1C#N ?
CRFBP-R2 agonist: -0.9; CHRM4 antagonist: -9.2; M4 PAM: -1.9; CHRM5 agonist: -4.2; CHRM4 agonist: 1.4; CRFBP-R2 block: 12.2; M5 antag: -1.2; IDE cell inh: -1.5; M5 PAM: -4.0

What do the screens show for `CCC(C)NC(=O)c1ccccc1NC(=O)/C(=C/c1ccc(OC)cc1)c1ccccc1` (stereo unspecified)?
CRFBP-R2 agonist: 1.1; CHRM4 antagonist: 4.5; M4 PAM: -1.8; CHRM5 agonist: -2.6; CHRM4 agonist: 0.5; CRFBP-R2 block: -0.6; M5 antag: 5.7; IDE cell inh: 5.7; M5 PAM: -3.8

Results for COc1cc(C2c3c(oc4ccccc4c3=O)C(=O)N2CCN2CCOCC2)cc(OC)c1OC (stereo unspecified) ?
CRFBP-R2 agonist: 4.0; CHRM4 antagonist: -0.4; M4 PAM: -2.3; CHRM5 agonist: -1.0; CHRM4 agonist: 1.1; CRFBP-R2 block: 7.8; M5 antag: -3.5; IDE cell inh: 2.5; M5 PAM: 5.4

What do the screens show for `CC(C)N(CCCNC(=O)c1nn(C)c2c1CS(=O)(=O)c1ccccc1-2)Cc1ccccc1`?
CRFBP-R2 agonist: 0.7; CHRM4 antagonist: -27.7; M4 PAM: 1.1; CHRM5 agonist: -10.7; CHRM4 agonist: 1.6; CRFBP-R2 block: -10.1; M5 antag: -22.8; IDE cell inh: -2.2; M5 PAM: 7.4

What do the screens show for `COc1ccccc1CC(=O)Nc1ncc(C)s1`?
CRFBP-R2 agonist: -2.0; CHRM4 antagonist: -11.5; M4 PAM: 4.1; CHRM5 agonist: -6.3; CHRM4 agonist: 1.5; CRFBP-R2 block: -2.7; M5 antag: -7.8; IDE cell inh: 2.6; M5 PAM: -2.6

How did N#Cc1nc(-c2cccc3ccccc23)oc1N do in these assays?
CRFBP-R2 agonist: 1.2; CHRM4 antagonist: 1.6; M4 PAM: -5.0; CHRM5 agonist: -3.0; CHRM4 agonist: 0.6; CRFBP-R2 block: 8.2; M5 antag: 12.2; IDE cell inh: 4.7; M5 PAM: -4.7

How did Cc1cc(NC(=O)CCC(=O)N(Cc2ccc(F)cc2)C(C(=O)NC2CCCC2)c2ccco2)no1 (stereo unspecified) do in these assays?
CRFBP-R2 agonist: 0.7; CHRM4 antagonist: -12.9; M4 PAM: 0.0; CHRM5 agonist: -2.0; CHRM4 agonist: 0.9; CRFBP-R2 block: -3.8; M5 antag: -9.2; IDE cell inh: -1.8; M5 PAM: 3.8

What do the screens show for `O=C(Nc1cccc(-c2ccc(N3CCOCC3)nn2)c1)c1ccc([N+](=O)[O-])cc1`?
CRFBP-R2 agonist: 0.0; CHRM4 antagonist: 1.0; M4 PAM: -4.0; CHRM5 agonist: 0.3; CHRM4 agonist: 10.5; CRFBP-R2 block: 6.1; M5 antag: 9.9; IDE cell inh: 1.3; M5 PAM: -9.3

What do the screens show for `CC(=O)Nc1ccccc1OC(C)C(=O)N1CC(C)CC(C)C1` (stereo unspecified)?
CRFBP-R2 agonist: -0.3; CHRM4 antagonist: 12.5; M4 PAM: -0.6; CHRM5 agonist: -0.5; CHRM4 agonist: 2.0; CRFBP-R2 block: 16.0; M5 antag: 0.9; IDE cell inh: 1.6; M5 PAM: -4.5

How did CC(NC(=O)c1ccccc1F)C1CC1 (stereo unspecified) do in these assays?
CRFBP-R2 agonist: 2.1; CHRM4 antagonist: -21.4; M4 PAM: 1.3; CHRM5 agonist: -3.2; CHRM4 agonist: 0.6; CRFBP-R2 block: 22.7; M5 antag: -0.3; IDE cell inh: -0.8; M5 PAM: 1.6

What do the screens show for `COC(=O)[C@]1(Cc2ccccc2)N[C@H](c2ccc(SC3CCCCC3)c(OC)c2)[C@@H]2C(=O)N(C)C(=O)[C@@H]21`?
CRFBP-R2 agonist: 10.3; CHRM4 antagonist: 1.4; M4 PAM: 5.8; CHRM5 agonist: -1.5; CHRM4 agonist: 1.8; CRFBP-R2 block: -0.5; M5 antag: 3.4; IDE cell inh: 3.7; M5 PAM: 4.2

How did CCCCOc1ccc(C(=O)CCN2CCOCC2)cc1 do in these assays?
CRFBP-R2 agonist: 8.2; CHRM4 antagonist: 11.2; M4 PAM: 0.7; CHRM5 agonist: 1.0; CHRM4 agonist: 2.6; CRFBP-R2 block: 9.6; M5 antag: 0.6; IDE cell inh: 5.9; M5 PAM: 8.2

Results for Cc1ccc(-c2nnc(NCc3nc4ccccc4[nH]3)c3ccccc23)cc1S(=O)(=O)N1CCOCC1 ?
CRFBP-R2 agonist: -0.5; CHRM4 antagonist: 22.5; M4 PAM: 1.3; CHRM5 agonist: -1.9; CHRM4 agonist: 8.8; CRFBP-R2 block: 36.1; M5 antag: 24.0; IDE cell inh: 1.8; M5 PAM: -13.3

What do the screens show for `O=C(O)c1ccc(/C=C2\SC(=S)N(NC(=O)c3ccc(Br)cc3)C2=O)cc1`?
CRFBP-R2 agonist: 2.0; CHRM4 antagonist: 6.1; M4 PAM: 5.6; CHRM5 agonist: 0.3; CHRM4 agonist: 0.4; CRFBP-R2 block: -9.7; M5 antag: -5.8; IDE cell inh: 2.5; M5 PAM: 8.5

Results for COc1ccc(CNC(=O)CN(Cc2ccc(OC)cc2)C(=O)CCC(=O)Nc2nccs2)cc1 ?
CRFBP-R2 agonist: 0.6; CHRM4 antagonist: -2.5; M4 PAM: 3.5; CHRM5 agonist: -0.2; CHRM4 agonist: 0.6; CRFBP-R2 block: 6.1; M5 antag: 0.2; IDE cell inh: -2.3; M5 PAM: -0.9

Results for COc1ccc(CN(C)C(=O)c2cc(S(=O)(=O)N3CCOCC3)ccc2N2CCCC2)cc1 ?
CRFBP-R2 agonist: -1.7; CHRM4 antagonist: -2.2; M4 PAM: 1.7; CHRM5 agonist: -2.7; CHRM4 agonist: 5.2; CRFBP-R2 block: 0.9; M5 antag: 1.3; IDE cell inh: -2.5; M5 PAM: 4.0

Results for CCCNC(=O)C1(C)CCN(C(=O)c2cccc(C#N)c2)C1 (stereo unspecified) ?
CHRM4 antagonist: -4.0; M4 PAM: 6.3; CHRM5 agonist: 4.8; CHRM4 agonist: 0.8; M5 antag: -0.2; M5 PAM: -7.1

Results for CSc1nc2c(c(=O)[nH]1)C(c1cccc(Cl)c1Cl)CC(=O)N2 (stereo unspecified) ?
CRFBP-R2 agonist: -2.9; CHRM4 antagonist: -7.9; M4 PAM: -7.3; CHRM5 agonist: 3.8; CHRM4 agonist: 6.4; CRFBP-R2 block: -8.1; M5 antag: -16.2; IDE cell inh: 7.3; M5 PAM: 4.3

Results for Cc1cc(NC(=O)C2CCCCC2)ccc1NC(=O)c1ccccc1Cl ?
CRFBP-R2 agonist: -0.3; CHRM4 antagonist: 5.1; M4 PAM: 6.2; CHRM5 agonist: -2.4; CHRM4 agonist: 1.6; CRFBP-R2 block: -9.3; M5 antag: -6.9; IDE cell inh: -1.9; M5 PAM: 2.5

What do the screens show for `CCOc1ccc(C2NC(=O)C(C#N)=C(S)N2c2ccc(OC)cc2)cc1OC` (stereo unspecified)?
CRFBP-R2 agonist: -0.9; CHRM4 antagonist: 5.5; M4 PAM: -0.9; CHRM5 agonist: -4.3; CHRM4 agonist: 0.3; CRFBP-R2 block: 0.8; M5 antag: -10.3; IDE cell inh: -3.3; M5 PAM: 16.2

How did Cc1csc2nc(O)c(C(=O)NC3CCCCCC3)c(=O)n12 do in these assays?
CRFBP-R2 agonist: -0.8; CHRM4 antagonist: 3.8; M4 PAM: 1.6; CHRM5 agonist: 3.0; CHRM4 agonist: 0.3; CRFBP-R2 block: -29.8; M5 antag: -1.2; IDE cell inh: 1.1; M5 PAM: 3.4

Results for Cc1ccc(C(=O)OCC(=O)N(CCc2ccccc2)Cc2ccccc2)cc1S(=O)(=O)N1CCOCC1 ?
CRFBP-R2 agonist: 5.5; CHRM4 antagonist: -10.7; M4 PAM: -10.5; CHRM5 agonist: 1.2; CHRM4 agonist: 10.5; CRFBP-R2 block: 8.3; M5 antag: -5.7; IDE cell inh: 5.9; M5 PAM: -1.5

Results for O=C(NC1CCCC1)C(=O)N(Cc1cccnc1)C(C(=O)NCc1ccco1)c1ccccc1F (stereo unspecified) ?
CRFBP-R2 agonist: 1.1; CHRM4 antagonist: 4.3; M4 PAM: -5.1; CHRM5 agonist: -5.0; CHRM4 agonist: 1.2; CRFBP-R2 block: 11.4; M5 antag: 20.9; IDE cell inh: -2.8; M5 PAM: -14.1

How did COc1ccccc1N=NC1C(=O)N(C(N)=S)N=C1C (stereo unspecified) do in these assays?
CRFBP-R2 agonist: -0.2; CHRM4 antagonist: -3.5; M4 PAM: -2.4; CHRM5 agonist: 0.2; CHRM4 agonist: 0.0; CRFBP-R2 block: 18.2; M5 antag: 11.0; IDE cell inh: 1.9; M5 PAM: -4.8

How did COc1ccc(Br)cc1/C=N/NC(=O)c1ccc2nc[nH]c2c1 do in these assays?
CRFBP-R2 agonist: 0.1; CHRM4 antagonist: -1.8; M4 PAM: 3.5; CHRM5 agonist: -3.5; CHRM4 agonist: 3.7; CRFBP-R2 block: 12.4; M5 antag: 2.6; IDE cell inh: 0.6; M5 PAM: -5.5

How did O=C(CSc1nnc(-c2ccccc2O)o1)N1CCCCC1 do in these assays?
CRFBP-R2 agonist: 0.2; CHRM4 antagonist: 7.3; M4 PAM: -4.5; CHRM5 agonist: 0.3; CHRM4 agonist: 1.5; CRFBP-R2 block: 1.6; M5 antag: 5.3; IDE cell inh: 0.2; M5 PAM: 2.5
